FN deposit inh: inhibitors of fibronectin matrix deposition, primary screen, AH1F cells, Alexa488-fibronectin fluorescence, plate reader. AH1F fibroblasts, overnight. inhibition, % at 12.6 µM. actives 0.086% (n = 350,000). AID 743247, 2014;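 active = mean inhibition across replicates of 30% or more, regardless of how many single replicates reach that level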;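 also: positive control wells lacked labelled fibronectin entirely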
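Material: AH1F fibroblast monolayer depositing Alexa488-labelled fibronectin into matrix / Amount: 10000 AH1F cells per well / Signal: fluorescence 485/525 nm / Medium: DMEM, 2% serum / Compound: single dose, pinned / Incubation: 1 h cell adhesion before compound, then overnight fibronectin incubation / Reagent: Alexa488-FN, 24 nM final / Read-out: inhibition of fibronectin deposition signal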
EWS-Fli block: EWS/Fli-driven NR0B1 reporter inhibitors, primary screen, A673 cells, NR0B1 luciferase, luminescence, MLPCN library | inhibition, % at 12.6 µM | actives 0.67% (n = 350,000) | AID 651661, 2012 | viability-normalised;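 active = mean inhibition of at least 50% after viability correction, with every replicate also passing that limit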;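 also: firefly luciferase signal divided by Alamar Blue viability fluorescence both relative to DMSO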
E-selectin induc: E-selectin induction in HUVECs, primary screen, imaging, HUVEC, immunofluorescence imaging, single point; P16581; normalized: neutral wells 0, TNF-alpha wells 100; activation, % at 7.58 µM; actives 0.37% (n = 260,000);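 active = mean E-selectin-positive cell signal at least 10% of the positive control, reached in at least 60% of replicates, without over 20% cell loss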;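 also: in these data hits start at about 27%; measured in HUVEC primary endothelial cells; signal is the percent of cells scored E-selectin positive by PE staining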
Target sequence (P16581 whole entry, looked up): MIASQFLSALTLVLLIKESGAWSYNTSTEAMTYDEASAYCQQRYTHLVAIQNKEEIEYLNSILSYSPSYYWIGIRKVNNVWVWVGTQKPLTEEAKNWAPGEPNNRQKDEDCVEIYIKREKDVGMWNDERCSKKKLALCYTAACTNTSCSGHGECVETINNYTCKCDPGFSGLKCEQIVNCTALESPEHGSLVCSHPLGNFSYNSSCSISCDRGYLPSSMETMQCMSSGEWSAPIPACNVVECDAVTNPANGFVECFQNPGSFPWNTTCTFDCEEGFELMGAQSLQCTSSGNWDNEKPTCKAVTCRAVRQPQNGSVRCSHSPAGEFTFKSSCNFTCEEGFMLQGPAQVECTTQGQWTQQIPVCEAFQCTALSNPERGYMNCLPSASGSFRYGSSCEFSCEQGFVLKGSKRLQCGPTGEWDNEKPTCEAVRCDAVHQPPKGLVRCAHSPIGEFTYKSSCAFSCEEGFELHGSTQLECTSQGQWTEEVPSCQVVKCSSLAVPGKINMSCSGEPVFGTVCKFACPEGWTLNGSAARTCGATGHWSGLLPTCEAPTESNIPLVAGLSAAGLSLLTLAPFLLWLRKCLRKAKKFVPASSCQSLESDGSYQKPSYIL
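Assay system: HUVEC primary endothelial cells. Input: 3,000 HUVEC seeded per well. Doses: one compound dose added by pin transfer. Read-out basis: % PE-positive cells. Benchmarks: TNF-alpha high, DMSO low. Detection: immunofluorescence imaging. Buffer or medium: EGM-2, gelatin.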
RAD52 anneal inh: RAD52 DNA annealing inhibitors, primary screen, biochemical, FRET, single point, set 2. DNA repair protein RAD52 homolog (Homo sapiens), P43351. recombinant RAD52 DNA annealing, FRET fluorescence. inhibition, % at 18.7 µM. actives 0.46% (n = 360,000);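 active = every replicate showing at least 50% inhibition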
S100A4 inh HTS: inhibitors of S100A4-myosin IIA peptide binding, primary screen, biochemical, fluorescence polarization, TAMRA-MyoIIA peptide. actives 0.14% (n = 360,000). inhibition, % at 10.7 µM;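 active = mean inhibition of at least 70% across replicates, with every replicate also reaching that level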
Target sequence (P26447 whole entry, looked up): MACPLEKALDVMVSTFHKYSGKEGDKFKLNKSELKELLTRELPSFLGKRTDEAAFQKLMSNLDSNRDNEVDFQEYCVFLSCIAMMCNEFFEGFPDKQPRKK
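Material: human S100A4 monomer with TAMRA-labelled myosin IIA peptide; buffer or medium: HEPES pH 7.2 with CaCl2, KCl, NaCl, DTT, Triton; compound dosing: one concentration per compound; schedule: 5 min incubation before reading; benchmarks: neutral control DMSO, positive control TFP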
RAD54 branch: inhibitors of human RAD54 branch migration, primary screen, biochemical, fluorescence, single point; DNA repair and recombination protein RAD54-like (Homo sapiens), Q92698; RAD54 Holliday junction branch migration, FAM/BHQ fluorescence; inhibition, % at 10.4 µM; actives 0.14% (n = 360,000); AID 602329, 2012;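 active = mean normalized replicate activity at least 40 and at least half of replicates scoring 40 or more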;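 also: 0% = median of neutral control wells and 100% = median of positive control wells; inhibitors cause a drop in the FAM fluorescence signal; in these data hits start at about 50%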
esBAF inh: Bmi1 luciferase reporter increase in mESCs, primary screen, esBAF inhibitor project, mouse ES cells, Bmi1 luciferase knock-in, single point | reporter increase, % at 12.5 µM | AID 602393, 2012 | 24 h; 100% = twice the neutral-well signal | actives 2% (n = 350,000); in the data active = activation above about 40%;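 also: 0% = median of the plate's neutral control wells and 100% = double that signal; a rise in the Bmi1 reporter signal indicates esBAF inhibition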
XiGFP reactiv: activators of inactive X chromosome reactivation, primary screen, imaging, XiGFP fibroblasts, GFP high-content imaging, set 2 | activation, % at 7.58 µM | XiGFP mouse fibroblasts, % GFP-positive cells imaging, 3 d; cells co-treated with 5-aza-dC sensitizer; scaled so ellipticine positive control = 100% | actives 0.055% (n = 360,000) | AID 743238, 2013;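 active = mean normalized replicate activation at least 10% and every replicate at or above 10%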;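 also: 0% = median of on-plate neutral control wells and 100% = ellipticine 6 µM median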
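Material: XiGFP fibroblasts, SV40-immortalized; Buffer or medium: DMEM containing 5-aza-dC; Compound dosing: single point; Times: 3 days compound exposure.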
Numbers without * were called inactive; x = no result given; & = joins results of further samples.

SMILES | FN deposit inh | EWS-Fli block | E-selectin induc | RAD52 anneal inh | S100A4 inh HTS | RAD54 branch | esBAF inh | XiGFP reactiv
CS(=O)(=O)N(CC(=O)Nc1cccc([N+](=O)[O-])c1)c1cccc(F)c1 | x | 3 | x | 7 | -2 | 6 | -2 | -0.1
COC(=O)c1cc(C(=O)NCc2ccccc2)c(=O)[nH]c1C | -1 | -3 | x | -1 | -3 | x | x | -0.1
Cc1cccc(C)c1NC(=O)CNC(=O)CCC(=O)c1cccs1 | x | -1 | x | -26 | -2 | 6 | 0 | 0.3
O=C(OCC(=O)N1CCCCCC1)c1cc(S(=O)(=O)N2CCOCC2)ccc1F | x | 11 | 4.3 | -14 | 1 | -5 | 0 | 0.1
COc1ncccc1C(=O)Nc1c(-c2ccccc2)[nH][nH]c1=O | 4 | 5 | 0.1 | -11 | 15 | x | x | -0.1
CO[C@@H]1CN(C)C(=O)c2ccc(NC(=O)Nc3ccc(F)cc3)cc2OC[C@@H](C)N(C(=O)c2cnccn2)C[C@H]1C | -6 | 1 | 0.6 | 2 | 0 | -8 | 2 | -0.5
C[C@@H]1CN([C@@H](C)CO)S(=O)(=O)c2ccc(-c3cncnc3)cc2O[C@H]1CN(C)C(=O)Cc1ccncc1 | x | -10 | -0.1 | -9 | 6 | -12 | -6 | -0.8
N#C/C(=C\c1ccc(N2CCOCC2)o1)C(=O)N1CCOCC1 | 0 | x | x | x | x | -42 | 8 | 0.3
CCOC(=O)CC1COCCN1Cc1cn[nH]c1-c1cc(OC)c(OC)c(OC)c1 (stereo unspecified) | 5 | 13 | 2.3 | -10 | 9 | -13 | -12 | -0.1
OC[C@@H]1CN(Cc2cccs2)C[C@H](n2cnc3c(N4CCOCC4)ncnc32)O1 | 2 | 3 | -0.2 | -10 | -3 | 0 | 13 | 0.3
O=C(CCl)N1c2ccccc2OCC1c1ccccc1 (stereo unspecified) | 4 | 0 | 1.3 | -10 | -1 | x | x | -0.1
COc1ccc(S(=O)(=O)N2CCc3ccccc32)cc1C(=O)OCC(=O)c1c(N)n(C)c(=O)n(C)c1=O | 4 | 11 | -0.2 | -15 | 9 | x | x | 0.0
Cc1ccc(NC2CCCN(C(=O)CCC3=NNC(=O)CC3)C2)cc1C (stereo unspecified) | -3 | x | -0.1 | -16 | 1 | -4 | -8 | 0.1
O=C(CSc1nc(C2CC2)nc2c1cnn2-c1ccccc1)Nc1c[nH]c(=O)[nH]c1=O | x | 11 | x | -21 | 3 | 5 | x | 0.0
CCCCN1C(N)=NC[C@@H]1C(C)O (stereo partly specified) | 5 | -2 | -0.2 | -3 | -1 | -7 | -2 | 0.1

Reprinted from the part before: 2 compounds, followed by the next part.
SMILES | FN deposit inh | EWS-Fli block | E-selectin induc | RAD52 anneal inh | S100A4 inh HTS | RAD54 branch | esBAF inh | XiGFP reactiv
O=C(CSc1nc(C2CC2)nc2c1cnn2-c1ccccc1)Nc1c[nH]c(=O)[nH]c1=O | x | 11 | x | -21 | 3 | 5 | x | 0.0
CCCCN1C(N)=NC[C@@H]1C(C)O (stereo partly specified) | 5 | -2 | -0.2 | -3 | -1 | -7 | -2 | 0.1
Cc1ccc(NS(=O)(=O)c2cc(NC(=O)c3cc4c(s3)CCCC4)ccc2C)c(C)c1 | -8 | x | 6.4 | x | x | -8 | x | 0.0
CCN(CC(=O)Nc1ccc(OC)cc1)C(=O)c1ccc(N2CCCC2=O)cc1 | -34 | -3 | x | 0 | 0 | -13 | -1 | 0.2
CC(=O)NC(c1cccc(F)c1)c1nc(-c2cccc(C(=O)O)c2)cs1 (stereo unspecified) | -6 | -45 | -0.1 | -6 | 5 | -4 | 23 | 0.1
COc1ccccc1-c1nnc(SC(C)C(=O)N2CCOCC2)o1 (stereo unspecified) | -1 | -5 | -0.2 | -5 | 0 | -7 | 3 | 0.1
COCCC1CCCCN1C(=O)c1ccc(OC)c(OC2CCN(C(C)=O)CC2)c1 (stereo unspecified) | 6 | -1 | -1.6 | -13 | -1 | -8 | -2 | 0.4
CCc1nc2c(OCC(=O)C(C)(C)C)cccn2c1N(C=O)CC(=O)N(C)C | -12 | -2 | 1.1 | -6 | 2 | -9 | 1 | 0.1
Cc1noc(C)c1S(=O)(=O)Nc1ccc2c(c1)C(=O)N([C@@H](C)CO)C[C@H](C)[C@@H](CN(C)Cc1ccncc1)O2 | x | -15 | 5.7 | -4 | 2 | 9 | -2 | -1.0
COc1ccc2c3c([nH]c2c1)[C@@H](CO)N(C(=O)C1CCC1)CC31CN(Cc2cccc(F)c2)C1 | x | 0 | -0.2 | 12 | 13 | x | x | 0.3
COc1ccc(S(=O)(=O)Nc2cccc3c2O[C@@H](CN(C)CC2CC2)[C@@H](C)CN([C@@H](C)CO)C3=O)cc1 | -7 | 6&-3 | -0.6&0.0 | 8&-5 | 6&-4 | -7&3 | -11&1 | 0.4&0.3
C[C@@H]1CN([C@H](C)CO)C(=O)c2cc(NC(=O)CCC(F)(F)F)ccc2O[C@H]1CN(C)Cc1ccncc1 | x | -3 | -1.0 | -5 | 1 | 2 | -4 | 0.4
O=C(CC[C@H]1O[C@@H](n2ccc(=O)[nH]c2=O)[C@H](O)[C@@H]1O)N[C@H](Cc1ccccc1)C(=O)NCC1CCCO1 (stereo partly specified) | 6 | -5 | 0.8 | 5 | 1 | -1 | 1 | -0.1
Cc1ccc(S(=O)(=O)NCC(=O)OCC(=O)Nc2ccc3c(c2)OCCO3)cc1 | x | -12 | 0.0 | -15 | -11 | -2 | 1 | 0.0
Cc1ccc(C(CC(=O)O)Nc2nc(N3CCOCC3)nc(N3CCOCC3)n2)cc1 (stereo unspecified) | x | 65* | x | -1 | 1 | x | x | 0.2
CCCNC(=O)c1cc(Cl)c(NC(=O)C2=C(C)OCCS2)cc1OC | 2 | -11 | 18 | 1 | 0 | 1 | 8 | 0.2
O=C1CCc2cc(S(=O)(=O)NC(Cc3ccccc3)C(=O)NCCC3=CCCCC3)ccc2N1 (stereo unspecified) | -1 | -1 | x | -29 | -4 | 7 | 11 | 0.1
O=C(C1CC1)N1CC(=O)N2[C@H](CO)[C@H](c3ccc(C4=CCCCC4)cc3)[C@@H]2C1 | -4 | 8 | 0.0 | 0 | -3 | x | x | -0.1
COc1ccc(OCC(=O)NNC(=O)c2cccc(O)c2)cc1 | -20 | -2 | x | -4 | -5 | x | x | 0.0
CCOC(=O)N1C(=O)NC(=O)C1c1ccccc1 (stereo unspecified) | 1 | 7 | 0.0 | -7 | -4 | x | x | 0.0
Cn1cnc(S(=O)(=O)N[C@H]2CC[C@H](CC(=O)NCC3CCCCC3)O[C@H]2CO)c1 | -3 | x | 0.1 | -5 | -3 | 1 | -1 | 0.7
Cc1ccc([N+](=O)[O-])cc1S(=O)(=O)N1CCN(C)CC1 | -3 | -6 | x | -6 | 7 | x | x | 0.0
C[C@H](CO)N1C[C@H](C)[C@@H](CN(C)C(=O)Nc2ccccc2F)Oc2cc(C#CCN(C)C)ccc2S1(=O)=O | x | 3 | -0.1 | -2 | -10 | -3 | 1 | -0.7
COc1ccc(C(=O)O)cc1S(=O)(=O)N1CCSCC1 | 3 | 6 | 0.9 | -1 | -2 | -7 | -8 | 1.1
COc1ccc(Nc2n[nH]c(C)c2[N+](=O)[O-])cc1 | 14 | -72 | x | -13 | 0 | x | x | 0.0
Cc1ccc(S(=O)(=O)Nc2ccc3c(c2)c2c(n3S(=O)(=O)c3ccc(C)cc3)CCCC2=O)cc1 | 6 | x | 0.2 | x | x | -1 | -2 | 0.0
C[C@H]1CCCCO[C@H](CN(C)C(=O)CCC(F)(F)F)[C@@H](C)CN([C@@H](C)CO)C(=O)c2cc(NC(=O)Nc3ccccc3)ccc2O1 | -13 | 9 | x | 18 | -4 | 2 | 4 | 0.4
CCCOC(=O)c1c(-c2ccccc2)nc(CC)c(C(=O)SCC)c1CCC | 3 | 2 | -2.1 | -16 | -6 | -1 | -5 | 0.4
N#Cc1ccc2[nH]cc(CCO)c2c1 | -7 | -6 | 0.2 | -11 | -5 | -1 | -3 | 0.0
CNC(=S)N(CCc1c(C)[nH]c2ccc(F)cc12)Cc1ccco1 | -8 | 2 | 0.2 | -65 | -1 | -10 | -5 | 0.0
Cc1ccccc1-c1ccc([C@@H]2[C@@H](CO)N3C(=O)CN(C(=O)c4ccncc4)C[C@H]23)cc1 | -8 | -4 | 0.3 | 1 | -2 | x | x | 0.0
OC[C@H]1O[C@@H](c2nc3ccc(-c4nc(-c5cccs5)no4)cc3[nH]2)C[C@@H]1O | 3 | -88 | -0.1 | -9 | 11 | 0 | 27 | 0.0
O=C(c1cc(-c2cccc(Cl)c2)on1)N1CCCCCC1 | 0 | -123 | -0.2 | -2 | 0 | -9 | 63* | 0.0
Cc1ccc(NC(=O)C(=O)NCCN2CCN(S(=O)(=O)c3ccccc3)CC2)cc1C | 5 | 3 | x | -16 | -4 | x | x | 0.5
O=C(N[C@@H]1CC[C@@H](CCNS(=O)(=O)Cc2ccccc2)O[C@@H]1CO)c1cnccn1 | -1 | -6 | -0.1 | -4 | 1 | 8 | 3 | 0.3
C[C@H]1CN([C@@H](C)CO)C(=O)c2cc(NC(=O)Nc3cccc4ccccc34)ccc2O[C@@H]1CN(C)C(=O)Nc1ccc(F)cc1 | x | 14 | -0.1 | 3 | 16 | -2 | 3 | -0.2
CCC/C(=C1/c2ccccc2C(=O)N1c1ccccc1)c1ccc2[nH]ccc2c1 | 16 | 38 | 0.8 | -5 | 5 | -2 | -14 | 0.0
O=c1[nH]c2ccc(Cl)cc2[nH]1 | x | 2 | -0.4 | -41 | 1 | 2 | 8 | 0.0
CC1CCCC(NC(=O)C2CCCN2S(=O)(=O)c2cccc3nsnc23)C1C (stereo unspecified) | -7 | 0 | 0.1 | 1 | -7 | -16 | -2 | 0.0
NC(=O)[C@H]1CC2(CC(c3cccc(NC(=O)COc4ccc(Cl)cc4)c3)=NO2)CN1C(=O)c1ccccc1C(=O)c1ccccc1 (stereo partly specified) | 9 | -4 | -0.2 | -27 | -7 | 5 | -3 | -0.1
O=C(C[C@@H]1C=C[C@@H](NS(=O)(=O)c2ccc(F)cc2)[C@H](CO)O1)NC1CCC1 | -2 | 4 | 0.7 | -11 | 3 | -4 | -4 | 0.2

Ordered by formula weight (highest first): part of the list above.
SMILES | FN deposit inh | EWS-Fli block | E-selectin induc | RAD52 anneal inh | S100A4 inh HTS | RAD54 branch | esBAF inh | XiGFP reactiv
O=C(N[C@@H]1CC[C@@H](CCNS(=O)(=O)Cc2ccccc2)O[C@@H]1CO)c1cnccn1 | -1 | -6 | -0.1 | -4 | 1 | 8 | 3 | 0.3
CC1CCCC(NC(=O)C2CCCN2S(=O)(=O)c2cccc3nsnc23)C1C (stereo unspecified) | -7 | 0 | 0.1 | 1 | -7 | -16 | -2 | 0.0
O=c1[nH]c2ccc(Cl)cc2[nH]1 | x | 2 | -0.4 | -41 | 1 | 2 | 8 | 0.0

Hits appear at their usual frequency, and some 3% of all compounds hit somewhere here.
